EPAC1 ag: EPAC1 (human) agonism | O95398 | EPAC1 agonist qHTS, biochemical assay; response scale: 100% = response to 6.5 mM cAMP | Potency, µM (top dose mostly 154 µM), without a hit: top-dose activation, most hits filed as activators | 360,000 compounds, 0.073% hits; also: potency is read from the fitted curve at half-maximal effect; nearly all actives have a fitted effect of over 60% in size
Target sequence (O95398 whole entry, looked up): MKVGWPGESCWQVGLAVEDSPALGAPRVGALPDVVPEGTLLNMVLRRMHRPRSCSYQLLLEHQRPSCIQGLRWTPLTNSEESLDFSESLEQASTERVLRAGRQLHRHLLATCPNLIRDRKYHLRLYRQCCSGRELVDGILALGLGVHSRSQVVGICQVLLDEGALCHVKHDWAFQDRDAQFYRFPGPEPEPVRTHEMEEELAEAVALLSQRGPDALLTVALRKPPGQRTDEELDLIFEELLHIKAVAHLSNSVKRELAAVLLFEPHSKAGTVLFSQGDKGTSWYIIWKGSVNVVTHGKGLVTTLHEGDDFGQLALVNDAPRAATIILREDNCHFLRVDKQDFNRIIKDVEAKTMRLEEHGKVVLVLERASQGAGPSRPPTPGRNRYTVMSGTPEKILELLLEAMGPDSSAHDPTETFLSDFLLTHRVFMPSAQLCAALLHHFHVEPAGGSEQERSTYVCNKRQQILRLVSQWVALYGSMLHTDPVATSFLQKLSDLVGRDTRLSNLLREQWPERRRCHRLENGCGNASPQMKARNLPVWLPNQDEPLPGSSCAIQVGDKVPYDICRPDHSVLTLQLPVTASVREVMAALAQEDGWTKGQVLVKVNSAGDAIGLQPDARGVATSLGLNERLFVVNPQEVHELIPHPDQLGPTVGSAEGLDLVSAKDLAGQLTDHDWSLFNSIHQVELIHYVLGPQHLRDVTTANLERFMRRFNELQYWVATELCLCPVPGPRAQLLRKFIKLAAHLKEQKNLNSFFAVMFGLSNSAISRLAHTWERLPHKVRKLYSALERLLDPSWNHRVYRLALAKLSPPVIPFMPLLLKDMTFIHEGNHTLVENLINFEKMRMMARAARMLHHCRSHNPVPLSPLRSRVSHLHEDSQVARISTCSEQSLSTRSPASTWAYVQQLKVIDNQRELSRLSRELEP
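Nucleotide exchange assay: 100 nM EPAC1 with 250 nM Rap1B loaded with BODIPY-GDP and 50 uM GDP, room temperature. Fluorescence (480/540 nm) read every 5 min for 30 min; signal change normalized to 6.5 mM cAMP as full agonist.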
IL2 activator: activators of IL-2; IL-2 activation reporter assay, cell-based qHTS; stimulated with anti-CD3/CD4/CD28 beads; in transgenic mouse T cells; activation, % (series mostly up to about 46 µM); 360,000 compounds, 0.065% hits; AID 652025; in the data active = activation above about 50%; inconclusive = mostly about 30% to 49%; also: 0% is about no effect
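Using fluorescent plate cytometry, EGFP and DsRed are detected in transgenic mouse T cells stimulated 18 h at 37 degrees C with antibody-coated beads after 60 min compound pretreatment.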
EPAC1 antagonist: EPAC1 (human) antagonism | O95398 | EPAC1 GEF assay, Rap1b-BODIPY-GDP exchange fluorescence | Potency, µM (titrated, usually from 115 µM), for the others: at the top dose activity change, negative = inhibition, actives largely listed as inhibitors | 360,000 compounds, 0.14% hits | AID 720709;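 also: potency is read from the fitted curve at half-maximal effect; plate controls were vehicle for no effect and positive control for full effect; nearly all actives have a fitted effect of over 50% in size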
PTHR1 agonist: agonists of human PTHR1 parathyroid hormone receptor; Q03431; HEK293 GP2 PTHR1 cells, GloSensor cAMP luminescence, 1 h; Potency, µM (highest dose often 115 µM), without a hit: at the top dose activation, most hits filed as activators; 410,000 compounds, 0.075% hits; AID 743266; also: potency is read from the fitted curve at half-maximal effect; nearly all actives have a fitted effect of over 55% in size; some results filed as inactive show a strong effect at the top dose; inactives centre near -15; many of its hits are not listed in these tables
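HEK-293-derived GP2 cells expressing PTHR1 and a GloSensor cAMP reporter, 3,000/well, plated overnight, given luciferin plus IBMX (each 0.5 mM as added) for 1 h at 37 °C, then compound for 1 h at 37 °C. Luminescence was read after 15 min at room temperature.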
GLP-1R inv ag: inverse agonists of human GLP-1 receptor; P43220; 410,000 compounds, 1.6% hits; HEK293 GLP-1R CRE-luciferase, luminescence, 24 h; GLP-1R form is constitutively active; Potency, µM (doses to about 38.3 µM), for the others: at the top dose activity change, negative = inhibition, usual class: inhibitors; also: potency is read from the fitted curve at half-maximal effect; % is scaled to controls: 0 for no effect and ±100 for the full control effect; nearly all actives have a fitted effect of over 55% in size
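Seeding at 200 cells/uL, 12 h culture, 24 hr compound treatment, then luciferase reagent and a luminescence read; cells are HEK293 stably expressing a constitutively active GLP-1R plus cAMP-responsive luciferase.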
PI5P4K alpha inh: inhibitors of human PI5P4K alpha; P48426; PI5P4Kalpha enzyme, ADP-Glo luminescence, 60 min; hits give low values; max response, %; 330,000 compounds, 1.2% hits; AID 652105; active = max response of -50% or lower; inconclusive = between -30% and -50%; inactive = -30% or higher; also: value at the top dose of about 77 µM; % is scaled to controls: 0 for no effect and ±100 for the full control effect
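Luminescence from ADP-Glo served as readout of PI5P4Kalpha activity in a qHTS format. Reaction: enzyme, substrate, compound, ATP at 5 microM final, 60 min at RT.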
GLP1R cytotox: cytotoxic in the GLP-1 receptor inverse agonist counter-screen; Potency, µM (doses to about 38.3 µM), inactives show at the highest dose activity change, negative = inhibition, most hits filed as inhibitors; 410,000 compounds, 0.13% hits; AID 624418; HEK293 cAMP-luciferase reporter cells, luminescence, 24 h;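 also: loss of luciferase light is scored as toxicity; potency is read from the fitted curve at half-maximal effect; % is scaled to controls: 0 for no effect and ±100 for the full control effect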
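1536-well qHTS counterscreen of the MLSMR; 200 cells/uL, 12 h pre-incubation, 23 nL cpd, 24 h at 37 deg C 5% CO2, luciferase detection reagent, 12 min RT, luminescence. Inhibition = undesired.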
GLP1R ag: activates the human GLP-1 receptor | 380,000 compounds, 0.007% hits | AID 624172 | Potency, µM (series often up to 45.6 µM), for the others: at the top dose activation, most hits filed as activators | HEK293 GLP-1R CRE-luciferase, luminescence, 4-6 h; cells express a hypersensitive GLP-1R form | P43220; also: potency is read from the fitted curve at half-maximal effect; % of control where 0% means no effect
PLK1 PBD block: blocks phosphopeptide binding to human PLK1 polo-box domain | 360,000 compounds, 2.8% hits | Potency, µM, for the others: max response, negative = inhibition, most hits filed as inhibitors | P53350 | AID 720504 | Plk1 PBD binding of FITC phosphopeptide, fluorescence polarization; also: potency is read from the fitted curve at half-maximal effect; series mostly up to about 57 µM; % is scaled to controls: 0 for no effect and ±100 for the full control effect; nearly all actives have a fitted effect of over 65% in size
Active calls of the source: *; i = inactive; u = inconclusive; x = not tested or not shown; & = joins results of further samples; [ ] = remark or other dose. Unless noted, calls follow the shape of the dose curve; as a rule, active = well fitted curve in the direction sought with a large enough effect; inconclusive = small, poorly fitted or top-dose-only effect, or another doubt; inactive = no such curve, though single readings can be large; an effect the other way counts as inactive or inconclusive. A portion of the library (hit frequency here may not be typical).

molecule	EPAC1 ag	IL2 activator	EPAC1 antagonist	PTHR1 agonist	GLP-1R inv ag	PI5P4K alpha inh	GLP1R cytotox	GLP1R ag	PLK1 PBD block
Cc1ccc(S(=O)(=O)N2CN3CCN(C3)C2)cc1	9%	0.1	-1%	-8%	5%	-2	-4%	4%	-7%
COc1cccc(CN2C(=O)C3(SCC(=O)N3c3ccc(C)c(Cl)c3)c3ccccc32)c1 (stereo not given)	x	x	x	-18%	u	x	4%	20%	x
COc1ccc(-n2nnnc2C(CCSC)N2CCC(n3c(=O)[nH]c4ccccc43)CC2)cc1 (stereo not given)	15%	0.3	5%	-19%	u	3	-22%	3%	-6%
COc1ccc(-c2noc(=O)n2Cc2cc(C)ccc2C)cc1	-7%	-0.3	-7%	-9%	11µM*	14	-26%	9%	1%
CN1CCN(c2ccc([N+](=O)[O-])c(Sc3nncn3C)c2)CC1	3%	-3.0	-17%	8%	7%	-2	-9%	2%	-17%
CC(=O)c1ccc2c(c1)C1C(Cl)C(Sc3ccccc3[N+](=O)[O-])CC1C(c1ccccc1[N+](=O)[O-])N2 (stereo not given)	-5%	-3.0	-1%	-6%[57.5 µM]	-18%	3	-24%	3%	-11%
O=c1[nH]c(=S)n(C2CC2)c(O)c1/C=N/Nc1ccccc1	21%	1.6	23%	-21%	u	-13	-11%[1.53 µM]	2%	-14%
COc1ccccc1/C=C/C=N/n1c(-c2ccc(Cl)cc2)n[nH]c1=S	9%	-0.6	-10%	i	-17%	0	-1%	-1%	12µM*
CNC(C)(C)Cc1ccccc1	-11%	0.0	4%	-22%	-19%	3	7%	0%	-1%
CCCOc1ccc(C(C)=O)cc1Cc1c(O)[nH]c(=S)[nH]c1=O	-7%	0.7	-3%	i	0%	-12	3%	-2%	30µM*
OC1/C(=C/c2ccc(C(F)(F)F)cc2)N2CCC1CC2 (stereo not given)	-19%	-3.0	3%	i	u	8	-4%	-5%	4%
CN(C)c1ccc(/C=C2/C(=O)NC(=O)N(CCc3ccc(F)cc3)C2=O)cc1	-11%	-0.8	0%	i	14%	u	3%	-3%	6µM*
CC(=O)Nc1ccccc1C(=O)C(=O)Nc1cccc(C(=O)N2CCC3(CC2)OCCO3)c1	-3%	-0.2	3%	i	-7%	-5	-11%	0%	-4%
CCS(=O)(=O)NC(C)c1nnc2n1-c1ccc(Br)cc1C(c1ccccc1Cl)=NC2 (stereo not given)	-3%	-0.2	-19%	-13%	12%	2	2%	-5%	-16%
COc1ccc(N2C(=O)CS(=O)C(c3ccccc3)C2=O)cc1 (stereo not given)	4%	3.1	-10%	-13%	-3%	-20	-16%	5%	2.4µM*

(listing goes on)
molecule	EPAC1 ag	IL2 activator	EPAC1 antagonist	PTHR1 agonist	GLP-1R inv ag	PI5P4K alpha inh	GLP1R cytotox	GLP1R ag	PLK1 PBD block
CCOC(=O)CC(SP1(=S)OCC2(CC=CCC2)CO1)C(=O)OCC (stereo not given)	12%	-4.2	0%	-8%	u	10	-1%	-6%	-9%
CCCN1CCC[C@@H](c2cccc(O)c2)C1	1%	-0.5	-9%	i	-9%	-4	4%	12%	-14%
CN(C)C(=O)Nc1cccc(OC(=O)N(C)C)c1	4%	-0.8	11%	i	0%	0	-1%	-4%	-4%
CCC(=NCc1ccco1)c1c(O)n(Cc2ccccc2)c(=O)[nH]c1=O	12%	-1.4	-10%	i	17%	x	12%	24%	-19%
O=[N+]([O-])NC1=NCCN1Cc1ccc(Cl)nc1	-13%	1.0	15%	i	-13%	-18	-14%	-1%&11%	27µM*
O=c1[nH]c(=S)[nH]c(O)c1C(c1ccccn1)c1c(O)[nH]c(=S)[nH]c1=O	2%	-4.7	12%	i	-8%	-26	2%	-1%	-12%
CCOC(=O)c1ccc(Nc2nnc(C(C)(C)C)c(=O)[nH]2)cc1	-4%	-2.7	8%	-43%[inhibitor]	u	-1	u	-11%	-8%
COCCn1c(SCc2ccccc2Cl)nc2c1c(=O)[nH]c(=O)n2C	8%	0.7	6%	-35%[inhibitor]	10%	-9	0%	21%	u
COc1ccc(Cl)cc1N=Cc1c(O)n(C)c(=O)n(C)c1=O	-6%	0.2	-28%	u	1%	2	0%	1%	-4%
O=C1NCN(c2ccccc2)C12CCN(C(c1cccc3ccccc13)c1nnnn1-c1ccc3c(c1)OCCO3)CC2 (stereo not given)	18%	-0.6	-4%	-24%	-9%	10	-2%	18%	-3%
CCN1CCN(c2nc([N+](=O)[O-])nn2C)CC1	7%	-0.7	7%	i	9%	1	-16%	-5%	-2%
NP(=O)(OCCCc1ccccc1)Oc1ccccc1 (stereo not given)	-16%	0.3	1%	-6%	-4%	-16	6%	-3%	-1%
c1cc2c(cc1[C@H]1OC[C@H]3[C@@H]1CO[C@H]3c1ccc3c(c1)OCO3)OCO2	1%	0.2	8%	-67%[inhibitor]	u	2	0%	0%	-1%
CC(=O)O[C@@]12CO[C@@H]1C[C@H](O)[C@@]1(C)C(=O)[C@H](O)C3=C(C)[C@@H](OC(=O)[C@H](O)[C@@H](NC(=O)c4ccccc4)c4ccccc4)C[C@@](O)([C@@H](OC(=O)c4ccccc4)C12)C3(C)C (stereo not given in full)	3%	2.0	-10%	-40%[inhibitor]	u	12	u	4%	-6%
CCOC(=O)CNC(=O)N1c2ccccc2Sc2ccccc21	9%	1.3	-9%	-14%	u	7	-16%	-4%	2%

Next compounds.
molecule	EPAC1 ag	IL2 activator	EPAC1 antagonist	PTHR1 agonist	GLP-1R inv ag	PI5P4K alpha inh	GLP1R cytotox	GLP1R ag	PLK1 PBD block
CCN1C(=O)c2cccc3c(S(=O)(=O)NCc4ccco4)ccc1c23	-2%	-1.4	-9%	-7%[57.5 µM]	2%	x	126%[activator]	5%	-29%
O=C1CC(=O)N(c2ccccc2)C(=O)N1	0%	1.1	-22%	0%	22%	2	10%	1%	-4%
NC12CN3CN(CN(C3)C1)C2 (tested in a mixture with another compound)	8%	-0.5	1%	-4%[57.5 µM]	0%	x	14%	-9%	0%
O=c1nc(/C=C/c2ccc(Cl)cc2Cl)cc(C(F)(F)F)[nH]1	-20%	1.1	u	-32%[inhibitor]	4µM*	-9	-7%	-4%	27µM*
COc1c(OC(C)=O)ccc(/C=C/c2ccc3cccc(OC)c3n2)c1[N+](=O)[O-]	10%	0.3	-24%	-40%[inhibitor]	u	2	u	8%	-19%
CC12Cc3cnoc3C=C1CCC1C2CCC2(C)C1CCC2(C)O (stereo not given)	3%	-1.5	-8%	-22%	6%	-1	-15%	3%	0%
O=S(=O)(Nc1ccc(-c2csc(-c3ccccc3)n2)cc1)c1ccccc1	-7%	-4.2	-26%	i	u	18	108%[activator]	21%	-10%
CC1OC(OC2CC(O)C3(CO)C4C(O)CC5(C)C(C6=CC(=O)OC6)CCC5(O)C4CCC3(O)C2)C(O)C(O)C1O (stereo not given)	8%	0.8	-11%	i	-76%	-4	16%	-18%	-7%
CCC(C)c1ccc(NC(=S)NC2CCN(Cc3ccccc3)CC2)cc1 (stereo not given)	9%	-3.8	-26%	-5%	u	2	u	-29%	-27%
CC1(C(O)(C#CCN2CCCCC2)c2ccccc2)CCCC1 (stereo not given)	-5%	0.5	-8%	-32%[inhibitor]	u	-2	-26%	22%	-3%
CCOC(=O)CCN=Cc1c(O)n(-c2ccc(Br)cc2)c(=O)[nH]c1=O	1%	-1.7	2%	i	-4%	-5	3%	-3%	-24%
CCOP(=O)(OCC)C(O)c1ccccc1 (stereo not given)	5%	1.1	-30%	-12%	3%	1	3%	-4%	-4%

Entries shown so far containing a halogen:
molecule	EPAC1 ag	IL2 activator	EPAC1 antagonist	PTHR1 agonist	GLP-1R inv ag	PI5P4K alpha inh	GLP1R cytotox	GLP1R ag	PLK1 PBD block
COc1cccc(CN2C(=O)C3(SCC(=O)N3c3ccc(C)c(Cl)c3)c3ccccc32)c1 (stereo not given)	x	x	x	-18%	u	x	4%	20%	x
CC(=O)c1ccc2c(c1)C1C(Cl)C(Sc3ccccc3[N+](=O)[O-])CC1C(c1ccccc1[N+](=O)[O-])N2 (stereo not given)	-5%	-3.0	-1%	-6%[57.5 µM]	-18%	3	-24%	3%	-11%
COc1ccccc1/C=C/C=N/n1c(-c2ccc(Cl)cc2)n[nH]c1=S	9%	-0.6	-10%	i	-17%	0	-1%	-1%	12µM*
OC1/C(=C/c2ccc(C(F)(F)F)cc2)N2CCC1CC2 (stereo not given)	-19%	-3.0	3%	i	u	8	-4%	-5%	4%
CN(C)c1ccc(/C=C2/C(=O)NC(=O)N(CCc3ccc(F)cc3)C2=O)cc1	-11%	-0.8	0%	i	14%	u	3%	-3%	6µM*
CCS(=O)(=O)NC(C)c1nnc2n1-c1ccc(Br)cc1C(c1ccccc1Cl)=NC2 (stereo not given)	-3%	-0.2	-19%	-13%	12%	2	2%	-5%	-16%
O=[N+]([O-])NC1=NCCN1Cc1ccc(Cl)nc1	-13%	1.0	15%	i	-13%	-18	-14%	-1%&11%	27µM*
COCCn1c(SCc2ccccc2Cl)nc2c1c(=O)[nH]c(=O)n2C	8%	0.7	6%	-35%[inhibitor]	10%	-9	0%	21%	u
COc1ccc(Cl)cc1N=Cc1c(O)n(C)c(=O)n(C)c1=O	-6%	0.2	-28%	u	1%	2	0%	1%	-4%
O=c1nc(/C=C/c2ccc(Cl)cc2Cl)cc(C(F)(F)F)[nH]1	-20%	1.1	u	-32%[inhibitor]	4µM*	-9	-7%	-4%	27µM*
CCOC(=O)CCN=Cc1c(O)n(-c2ccc(Br)cc2)c(=O)[nH]c1=O	1%	-1.7	2%	i	-4%	-5	3%	-3%	-24%

Source: PubChem BioAssay
